Yeast superoxide = lowers age-related superoxide in aged yeast cells. hit rate 0.18% among 330,000. S. cerevisiae aged cells, superoxide DHE fluorescence; hits give low values. AID 2690. superoxide response (% of plate mean), % at 10 µM;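 active = superoxide response under a set limit, about three screen SD below normal, cut at about 65% in these data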;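 note: yeast aged for seven days with compound at 30 °C before DHE staining; 100% = average MFI of all compound-treated wells on the plate with controls excluded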
EBNA-1 inhibitor = blocks EBNA-1 binding to DNA; EBNA-1 DNA binding, fluorescence polarization; inhibition, % at 14.8 µM; hit rate 0.34% among 300,000; AID 1950; in the data active = inhibition above about 28%
GASC-1 inh = human JMJD2C demethylase inhibition | inhibition, % at 2.35 µM | hit rate 0.069% among 330,000 | Q9H3R0 | GST-JMJD2C(1-420) H3K9me3 demethylation, DELFIA europium;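 active = more than half of a compound's replicate wells show inhibition beyond 50%, single wells judged on their own value; inconclusive = some, but no more than half, of replicates pass 50% inhibition; inactive = no replicate passes 50% inhibition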;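 note: signal counts dimethyl H3K9 product captured on neutravidin plate; 0% = median of DMSO wells and 100% = 0.3 times that DMSO median; strong numbers were not always called active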
HCV core dimer = blocks dimerization of HCV core protein; TR-FRET GST/Flag-core106 dimerization, 1536-well; inhibition, % at 5 µM; hit rate 0.33% among 300,000; AID 1899;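 active = inhibition above the mean of all tested compounds plus 3 SD, set per screening campaign, cut at about 45% in these data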
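assay system = GST-tagged and Flag-tagged HCV core protein residues 1-106 | controls = unlabelled core106 and no-GST-core106 wells | incubation = compound-protein-antibody incubation 4 h at 22.5 °C | probe or stimulus = Eu donor and XL665 acceptor anti-tag antibodies | read-out = % inhibition based on acceptor/donor emission ratio | signal = TR-FRET 671 and 617 nm emission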
PP1 inh = PP1-alpha (human) inhibition in PP5 counter-screen; P62136; purified PP1alpha, OMFP fluorescence; hit rate 0.9% among 320,000; inhibition, % at 6.7 µM; AID 2235;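 active = inhibition above the mean inhibition of all tested compounds plus 3 SD, computed separately for each screening campaign, cut at about 15% in these data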
Target sequence (P62136 whole entry, looked up): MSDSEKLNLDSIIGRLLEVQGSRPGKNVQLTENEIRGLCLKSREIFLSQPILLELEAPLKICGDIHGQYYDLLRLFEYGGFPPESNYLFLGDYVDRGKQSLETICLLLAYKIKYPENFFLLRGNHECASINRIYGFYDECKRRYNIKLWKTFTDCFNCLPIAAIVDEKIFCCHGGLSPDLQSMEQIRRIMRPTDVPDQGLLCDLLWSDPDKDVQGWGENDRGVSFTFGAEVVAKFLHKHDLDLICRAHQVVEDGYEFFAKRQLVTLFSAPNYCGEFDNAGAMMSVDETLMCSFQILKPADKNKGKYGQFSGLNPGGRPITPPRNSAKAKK
TPT1 inh = inhibitors of Candida albicans tRNA 2'-phosphotransferase TPT1; recombinant caTPT1, FP RNA substrate dephosphorylation; inhibition, % at 5 µM; hit rate 0.81% among 300,000; AID 1962;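 active = inhibition above the mean of all tested compounds plus 3 SD, set per screening campaign, cut at about 24% in these data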;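 note: plate controls were DMSO alone for no effect and ferristatin control at 100 nM for full effect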
ZTA counter = ZTA (EBV) inhibition in EBNA-1 counter-screen; inhibition, % at 11 µM; P03206; hit rate 0.15% among 320,000; ZTA-DNA binding, fluorescence polarization; AID 2234; in the data active = inhibition above about 33%
PP5 primary = blocks human protein phosphatase 5 activity. P53041. purified PP5c, OMFP substrate fluorescence. inhibition, % at 6.7 µM. hit rate 0.18% among 320,000. AID 1987;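 active = inhibition above the campaign's mean inhibition across all tested compounds plus 3 SD, cut at about 9.5% in these data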;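 note: 0% = DMSO only and 100% = 100 µM cantharidin control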
Target sequence (P53041 whole entry, looked up): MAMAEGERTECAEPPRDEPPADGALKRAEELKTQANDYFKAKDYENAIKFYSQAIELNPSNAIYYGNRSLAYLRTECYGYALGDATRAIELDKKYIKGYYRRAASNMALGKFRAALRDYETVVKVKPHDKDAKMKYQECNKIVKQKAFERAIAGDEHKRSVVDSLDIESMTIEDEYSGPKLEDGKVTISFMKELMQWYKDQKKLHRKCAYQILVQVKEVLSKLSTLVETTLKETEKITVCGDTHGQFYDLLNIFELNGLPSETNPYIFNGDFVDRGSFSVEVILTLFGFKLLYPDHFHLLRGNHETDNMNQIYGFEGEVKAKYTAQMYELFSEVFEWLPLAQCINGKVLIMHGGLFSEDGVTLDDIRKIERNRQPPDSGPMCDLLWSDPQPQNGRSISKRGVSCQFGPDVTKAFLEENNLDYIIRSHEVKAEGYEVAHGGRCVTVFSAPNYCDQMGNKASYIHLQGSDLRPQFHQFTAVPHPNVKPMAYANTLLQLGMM
Fh CTSL1 inh = counter-screen for PFM18AAP inhibitors: inhibitors of F. hepatica cathepsin L1 | recombinant F. hepatica cathepsin L1, Z-Leu-Arg-MCA fluorescence | inhibition, % at 5.96 µM | hit rate 0.49% among 300,000 | AID 1906;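 active = inhibition above the mean of all tested compounds plus 3 SD, set per screening campaign, cut at about 17% in these data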;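 note: 0% = plate median of test compound wells and 100% = 1 µM Z-Phe-Ala-diazomethylketone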
An asterisk follows results filed as active; ? = inconclusive; . = no result given.

Under each structure – Yeast superoxide, EBNA-1 inhibitor, GASC-1 inh, HCV core dimer, PP1 inh, TPT1 inh, ZTA counter, PP5 primary, Fh CTSL1 inh
COc1cc(C)ccc1OCCOCCOc1ccc(C)cc1[N+](=O)[O-]
    110, 1, 0, 9, 2, -4, 9, 1.8, 0
N#Cc1nc(COc2ccccc2F)oc1N1CCCCCC1
    89, 8, 1, 4, 2, -7, -1, 2.2, -2
O=C(CCCN1C(=O)/C(=C/c2ccccc2)SC1=S)Nc1ccccc1O
    109, 4, -10, 11, 4, 5, -5, 3.5, 3
CC(OC(=O)C1CCCO1)C(=O)NC1CCCC1 (stereo not drawn)
    83, 6, 2, -8, -2, 0, 7, 0.2, -3
Cc1cnc(C(=O)OCC(=O)c2ccc(C)s2)cn1
    90, ., 3, ., -6, ., -11, 0.1, .
COc1cc2c(cc1NC(=O)C(C)OC(=O)C1CC(=O)N(Cc3ccco3)C1)oc1ccccc12 (stereo not drawn)
    106, 3, 4, 0, -1, 6, 17, 3.1, -53
CCCc1cc(C(=O)Nc2ccc(C#N)cc2)no1
    78, -2, 8, 6, -1, -1, 6, 3.3, 2
CC1CCN(C(=O)CCN2C(=O)/C(=C/c3cccs3)SC2=S)CC1
    102, 6, 1, 13, 2, 7, -2, 1.4, 4
CCCc1ccc2oc(C(=O)N3CCC(N4CCCC(O)C4)CC3)c(C)c2c1 (stereo not drawn)
    100, -5, ., -7, 3, 6, -22, 5.2, 2
O=C(Nc1cccc([N+](=O)[O-])c1)C1CC(=O)N(Cc2ccccc2)C1 (stereo not drawn)
    100, -14, 2, -3, -9, 0, -2, 5.7, 1
COc1cccc(NC(=O)Cn2c(CCC(=O)O)ccc2-c2ccc(Cl)cc2)c1
    102, 1, 3, 8, -1, -1, -6, 0.9, 1
COc1ccccc1C(=O)NC(CCSC)C(=O)NCCCSc1ccccc1 (stereo not drawn)
    95, -11, ?, 5, -6, 0, 12, 2.5, 2
COC(=O)c1ccc(OCCOc2ccccc2)cc1
    98, 2, -2, 7, -3, -3, 2, 2.3, 0
COc1cc(OC)cc(-c2nnc(SCC(=O)N3CCOCC3)o2)c1
    96, 13, 4, 1, -1, -3, 3, -0.6, 0
CCNCc1cc(Cl)cc(OC)c1OC(C)C
    81, 7, -1, -8, -1, -2, -1, -2.0, 10
CCOC(=O)C1=C(C)NC(=O)NC1/C=C/c1ccccc1 (stereo not drawn)
    92, 2, -4, -4, -5, 1, 3, 0.3, -1
CC(C)CC1NC(=O)N(CC(=O)Nc2cc(F)ccc2F)C1=O (stereo not drawn)
    108, ., 2, ., -1, ., -1, 1.3, .
Cc1ccc2oc(-c3cccc(NC(=O)c4ccc(Br)o4)c3C)nc2c1
    83, 11, 2, -4, -1, -1, -5, -0.5, 3
CCCCn1c(-c2csc(CC)c2)n[nH]c1=S
    103, 1, 2, -4, 1, 0, 6, 3.9, -1
O=C1CN(C(=O)C2CC2)c2ccccc2N1
    104, 10, 6, 0, -2, -6, 15, -0.7, 0
CCCN(CC(=O)Nc1ccc(F)c(F)c1F)C(=O)c1ccc2c(=O)n3c(nc2c1)CCC3
    123, -6, 14, -4, -2, 0, -5, 0.0, 2
CCn1c(=O)cc(C(F)(F)F)[nH]c1=S
    106, -1, 4, 15, 0, -2, 2, 1.2, 2
O=C(O)c1cnn(-c2ccccc2)c1-c1ccncc1
    104, 4, -3, 1, -2, 2, 0, -0.9, 1
Fc1cccc(NCc2ccoc2)c1
    86, -15, -7, 3, 2, -2, 1, 0.0, -2
C=C(C)Cn1c(C)cc(C)c(S(=O)(=O)c2ccccc2C)c1=O
    97, -4, 2, 12, 0, 0, 3, 4.7, -1
CNC(=S)N(Cc1cccs1)Cc1cc2cc(OC)c(OC)cc2[nH]c1=O
    102, -5, 18, -14, -1, -4, -9, 1.6, 0
CN(C)c1ccc(C(=S)N2CCCC2)cc1Br
    97, -10, 12, 6, -2, 1, -9, 1.4, 1
COc1cccc(CC2(CO)CCCN(CC3=Cc4cc(OC)ccc4OC3)C2)c1 (stereo not drawn)
    90, 8, 3, 2, 0, 3, -4, 0.6, 2
CCO/C(C)=N/n1c2nc3ccccc3nc2c2c(=O)n(C3CCCC3)c(C)nc21
    112, 3, -27, -4, 5, 2, -5, 1.0, -2
CN(C)CCN(C(=O)c1cccs1)c1nc2cc3c(cc2s1)OCCO3
    93, 11, -5, 3, -2, -3, 6, 2.2, 4
O=C(CCCc1nc2ccccc2s1)Nc1nccs1
    93, -4, 3, -1, 2, 1, -13, -1.4, -2
Cc1ccnc2nc(C(=O)Nc3nnc(CC(C)C)s3)nn12
    111, 3, -8, -1, -5, -3, 4, 1.2, -3
CS(=O)(=O)Nc1cccc(C2=NN(C(=O)c3ccco3)C(c3ccco3)C2)c1 (stereo not drawn)
    98, 1, 2, 1, 1, 1, 1, 2.8, 2
CC(=O)Nc1ccc(NC(=O)CSc2ccc3nnc(CCNC(=O)c4ccccc4)n3n2)cc1
    100, 5, 0, 0, -3, -1, -1, 0.4, -3
CCOC(=O)C1NN=C(C(=O)c2ccccc2)C1c1ccc(Cl)cc1 (stereo not drawn)
    110, -7, -5, 8, 1, -3, -2, 3.5, -2
NC(=S)N/N=C/c1ccccc1
    100, -1, 0, -4, 3, 2, -3, 1.5, 5
N#Cc1ccc(C(=O)OCC(=O)NC2CCCC2)cc1
    121, -13, -5, 1, -1, 0, 1, 1.8, -3
Cc1ccccc1NC(=O)OCc1cccnc1Oc1ccc(Cl)cc1
    101, -22, 7, -1, -2, 0, 3, 3.8, -5
CCCN(C(=O)c1c(CC)noc1C)c1c(N)n(Cc2ccccc2)c(=O)[nH]c1=O
    101, 3, 48, 0, -2, -3, 12, 1.8, 1
O=C(C1=C[C@@H](c2ccc3c(c2)OCO3)C[C@@H](OCc2ccc(CO)cc2)O1)N1CCOCC1
    101, 15, 2, -5, 3, 0, 9, 1.4, 0
O=C(NCc1cc(C(F)(F)F)cc(C(F)(F)F)c1)C1CC(c2ccc(C(F)(F)F)cc2)=NO1 (stereo not drawn)
    97, 3, 3, 7, 3, -3, -7, 5.1, 4
C/C(=C\C(=O)O)C12CC3CC(CC(C3)C1)C2
    98, -6, 15, 2, 0, -4, 5, 2.1, -9
CCOC(=O)c1sc2nc(NC(=O)C(C)(C)C)sc2c1C
    89, 1, 3, -2, 3, -1, 2, 3.0, 1
CCOC(=O)C1=C(c2ccccc2)NC(=O)NC1c1ccc(N(C)C)cc1 (stereo not drawn)
    96, -18, -16, -8, 4, -2, 5, 2.4, -2
CCCC(=O)Nc1ccc(N2CCN(C(=O)CCC)CC2)cc1
    87, 8, 170, -9, -3, -5, 14, 0.2, 0
Clc1ccc2c(c1)-c1[nH]ncc1CS2
    100, 13, 2, 10, -2, -1, 13, -0.7, -3
Cn1nc(-c2ccc(N3CCCCC3)c(NC(=O)c3ccco3)c2)c2ccccc2c1=O
    110, 0, 0, 8, -2, -4, 7, 4.1, 4
CCOc1ccc(NC(=S)N(CCc2c(C)[nH]c3ccc(C)cc23)Cc2ccco2)cc1
    96, 3, -3, 11, 1, -2, 2, 1.6, -2
COc1ccccc1N1CCN(C(=O)c2ccc(Cl)c(S(=O)(=O)NCc3ccco3)c2)CC1
    104, 5, -4, 5, 0, 0, 5, 2.0, 1
O=C1C(=O)N(c2nccs2)C(c2ccccc2)/C1=C(\O)c1ccc2c(c1)OCCO2 (stereo not drawn)
    91, -2, -12, -10, 0, -1, 3, -4.6, 4
Cc1c(C)n(CCC#N)c2ccc(Cl)cc12
    99, -9, -1, -4, -1, -1, 5, 3.4, -1
Cn1c(CCNC(=O)c2cccs2)n[nH]c1=S
    113, -7, 36, -5, -1, -1, 6, 0.8, -5
CN(C)C=NC(=O)c1cccn1-c1ncc(C(F)(F)F)cc1Cl
    98, -7, 3, 0, 0, 0, -13, 0.6, -3
O=C(O)C1Nc2c(O)cc(Cl)c([N+](=O)[O-])c2C2C=CCC12 (stereo not drawn)
    73, 58*, 0, -4, 42*, 84*, 90*, 1.1, 2
CCCOc1ccc(C(=O)NNC(=S)NC(=O)c2cc(-c3ccccc3)nc3ccccc23)cc1
    104, -19, 30, 24, 0, -1, 5, 0.7, -12
CCC(=O)N1CCc2cc(Br)cc(S(=O)(=O)N3CCC(C(=O)NC(C)(C)C)CC3)c21
    104, 2, -1, 10, 0, -3, -1, 1.5, -5
CCCC(=O)NC(=S)Nc1ccccc1C(=O)OC
    107, 1, 3, -1, -1, -5, -8, 2.9, 3
CC(=O)Nc1ccc(C(=O)c2ccccc2)cc1
    96, -2, -1, 7, -1, -4, -11, -0.2, 5
Cc1cc(NC(=O)Cn2c(=O)oc3ccc(Cl)cc32)no1
    121, 3, 41, 3, -5, -2, 12, -5.5, -4
O=C(CN1CCN(c2ccccn2)CC1)Nc1ccc(Br)cc1
    90, 16, 8, -6, -1, 1, 6, 1.6, -2

(list continues)
Under each structure – Yeast superoxide, EBNA-1 inhibitor, GASC-1 inh, HCV core dimer, PP1 inh, TPT1 inh, ZTA counter, PP5 primary, Fh CTSL1 inh
Cc1cccc(NC(=O)COC(=O)COc2ccc3c(c2)CCC3)c1
    138, ., -1, ., 2, ., 9, -2.3, .
CC(C)Sc1nnc(CNC(=O)C23CC4CC(CC(C4)C2)C3)n1C1CCCCC1
    101, -10, -4, 4, -2, 2, -14, 0.6, 2
O=C(Nc1ccccc1)c1ccccc1CSc1ccccc1
    106, 9, -4, 11, 2, -1, 21, 1.2, -1
N#CC(C(=O)Nc1ccc(Cl)c(Cl)c1)=C1Nc2ccccc2N1
    100, 16, -10, -2, 2, -2, 9, 0.7, 7
O=C(CC12CC3CC(CC(C3)C1)C2)NCc1ccncc1
    80, 7, -39, -6, -1, -3, -19, -1.3, 17*
CC(=O)O[C@H]1CC[C@@]2(C)C(=CC[C@H]3[C@@H]4CC[C@H](C5(C)OCCO5)[C@@]4(C)CC[C@@H]32)C1
    101, 0, 2, 7, -1, -1, 8, 0.9, -3

Screening data deposited in PubChem BioAssay by several laboratories.
